CXCR6 inh: CXCR6 receptor inhibitors, primary screen, cell-based, beta-arrestin, luminescence, CHO-K1 PathHunter, 1536-well; hit rate 0.36% among 360,000; C-X-C chemokine receptor type 6 (Homo sapiens), O00574; inhibition, % at 20 µM; AID 602244, 2012; in the data active = inhibition above about 34%, passing the limit was not always enough;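 also: antagonist mode with CXCL16 agonist at 10 nM final; 0% = 10 nM CXCL16 with DMSO and 100% = unstimulated wells without agonist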
Target sequence (O00574 whole entry, looked up): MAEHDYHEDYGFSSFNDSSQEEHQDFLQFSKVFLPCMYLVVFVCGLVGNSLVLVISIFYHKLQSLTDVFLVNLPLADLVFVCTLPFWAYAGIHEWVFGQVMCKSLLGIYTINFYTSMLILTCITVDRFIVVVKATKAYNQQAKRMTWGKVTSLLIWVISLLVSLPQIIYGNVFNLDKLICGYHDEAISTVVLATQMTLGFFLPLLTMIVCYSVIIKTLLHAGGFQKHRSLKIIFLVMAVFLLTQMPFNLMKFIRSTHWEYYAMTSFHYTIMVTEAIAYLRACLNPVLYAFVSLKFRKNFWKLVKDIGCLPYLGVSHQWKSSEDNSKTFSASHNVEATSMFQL
APJ agonist: agonists of human apelin receptor APJ, primary screen, CHO-K1 cells, PathHunter beta-arrestin, luminescence | P35414 | 0% DMSO wells, 100% apelin | activation, % at 20 µM | hit rate 0.11% among 330,000 | AID 2520, 2010;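 active = activation more than six SD over the plate average, tested at 20 µM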;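 also: 0% = DMSO alone and 100% = apelin-13 at 10 nM; some results filed as inactive read as strong as hits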
Target sequence (P35414 whole entry, looked up): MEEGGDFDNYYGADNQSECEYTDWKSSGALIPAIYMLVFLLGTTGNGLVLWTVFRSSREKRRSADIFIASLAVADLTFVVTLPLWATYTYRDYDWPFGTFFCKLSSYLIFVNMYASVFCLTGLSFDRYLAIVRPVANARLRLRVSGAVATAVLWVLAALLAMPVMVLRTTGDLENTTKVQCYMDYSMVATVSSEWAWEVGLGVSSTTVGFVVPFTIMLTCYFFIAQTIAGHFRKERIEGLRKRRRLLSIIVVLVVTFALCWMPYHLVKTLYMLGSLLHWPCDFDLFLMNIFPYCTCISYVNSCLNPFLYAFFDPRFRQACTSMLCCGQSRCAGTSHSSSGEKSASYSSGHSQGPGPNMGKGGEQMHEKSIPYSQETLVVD
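Assay system: CHO-K1 APJ beta-arrestin complementation cell line / Compound: single test compound dose, 20 µM final, 1% DMSO / Times: overnight seeding, 90 min compound at 25 °C, 1 h detection / Technique: beta-gal luminescence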
tim23-1 inh: growth inhibitors of tim23-1 mutant yeast, primary screen, luminescence, uHTS; S. cerevisiae tim23-1 growth, BacTiter-Glo luminescence, 24 h; inhibition, % at 20 µM; hit rate 1.3% among 330,000; AID 463212, 2010;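 active = growth inhibition of the mutant yeast at or above 50%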;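 also: temperature-sensitive mutant grown at 25 °C; plate controls were DMSO-treated mutant yeast for no effect and medium wells lacking yeast for full effect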
EBI2 antag: EBI2 receptor antagonists, beta-arrestin recruitment, primary screen, cell-based, luminescence, 7a,25-OHC stimulation, uHTS | inhibition, % at 5 µM | hit rate 0.81% among 360,000 | G-protein coupled receptor 183 (Homo sapiens), P32249 | AID 651636, 2012 | 7a,25-OHC stimulated; in the data active = inhibition above about 38%;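 also: enzyme fragment complementation signal reports receptor beta-arrestin coupling in cells; 0% = agonist plus DMSO wells and 100% = wells without agonist; some results beyond the cut were filed as inactive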
Mdm2-MdmX inh: inhibitors of human Mdm2-MdmX association, primary screen, cell-based, luminescence, split luciferase, SaOS-2, uHTS; hit rate 3% among 330,000; Protein Mdm4 (Homo sapiens) + E3 ubiquitin-protein ligase Mdm2 (Homo sapiens), …; SaOS-2 split-luciferase Mdm2/MdmX complementation; inhibition, % at 8 µM;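 active = inhibition of at least 50% at 8 µM in the primary screen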
CHOP UPR activ: activators of apoptotic CHOP UPR arm, primary screen, cell-based, CHO-CHOP luciferase reporter, luminescence, uHTS. UPR activation; percent of tunicamycin response over DMSO baseline. activation, % at 10 µM. hit rate 0.34% among 330,000. AID 449763, 2010;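 active = at 10 µM dose, activation of 40% or more, normalized to positive control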;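 also: 100% = tunicamycin at 10 µg/mL and 0% = DMSO alone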
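Dosing – one dose, 10 µM in 0.5% DMSO · System – CHO-CHOP cells, stable luciferase reporter of PERK-eIF2a-CHOP signalling · Input – 500 cells/well · Control set – tunicamycin 10 µg/mL final as positive, DMSO-only wells as negative · Timing – 6 h compound treatment, 37 °C · Measure – % activation vs tunicamycin · Technique – luminescence read with Steady-Glo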
APJ antag: antagonists of human apelin receptor APJ, primary screen, CHO-K1 cells, beta-arrestin complementation, luminescence | P35414 | inhibition, % at 20 µM | hit rate 0.32% among 330,000 | AID 2521, 2010;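 active = inhibition above about 40% at 20 µM, limit read from the data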;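 also: cells challenged with 10 nM apelin-13 agonist together with compound; plate controls were apelin-13 plus DMSO wells for no effect and DMSO wells lacking apelin-13 for full effect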
XBP1 UPR activ: activators of adaptive XBP1 UPR arm, primary screen, cell-based, CHO-XBP1 luciferase reporter, luminescence, uHTS | activation, % at 20 µM | hit rate 0.33% among 330,000 | AID 463104, 2010 | IRE1-XBP1 UPR activation; percent of tunicamycin response, DMSO as zero;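 active = versus positive control, 20 µM dose yields 30% or more activation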;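 also: 100% = tunicamycin at 10 µg/mL and 0% = DMSO only wells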
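assay system = CHO-XBP1 luciferase reporter cells | amount = 1000 cells/well | buffer or medium = F12 plus 10% FBS | compound dosing = single point, 20 µM final compound, 1% DMSO | incubation = 16-18 h cell attachment at 37 °C, then 6 h compound exposure | detection = Steady-Glo luminescence read | controls = tunicamycin 10 µg/mL and vehicle-only wells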
CCR6 antagonist: CCR6 receptor antagonists, primary screen, cell-based, CHO-K1, luminescence, beta-arrestin, uHTS. CHO-K1 CCR6 PathHunter beta-arrestin, CCL20-stimulated. inhibition, % at 20 µM. AID 493098, 2011. C-C chemokine receptor type 6 (Homo sapiens), P51684. hit rate 0.49% among 340,000;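 active = compounds whose inhibition of the agonist-driven luminescence signal at 20 µM reaches about 50%, limit read from the data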;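 also: cells stimulated with CCL20 at 14 nM final; plate controls were DMSO with CCL20 for no effect and DMSO without agonist for full effect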
Target sequence (P51684 whole entry, looked up): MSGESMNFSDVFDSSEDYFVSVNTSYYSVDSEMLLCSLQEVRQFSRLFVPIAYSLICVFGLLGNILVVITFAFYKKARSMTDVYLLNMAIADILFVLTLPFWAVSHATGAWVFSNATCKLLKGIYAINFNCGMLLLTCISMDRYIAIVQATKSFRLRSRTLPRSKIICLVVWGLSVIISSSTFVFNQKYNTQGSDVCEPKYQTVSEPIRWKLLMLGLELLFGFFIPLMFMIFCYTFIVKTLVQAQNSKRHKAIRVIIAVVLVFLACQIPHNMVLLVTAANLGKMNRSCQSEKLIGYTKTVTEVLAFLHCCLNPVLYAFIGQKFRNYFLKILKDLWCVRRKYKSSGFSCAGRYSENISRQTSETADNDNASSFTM
* hit, by the source's call; · = not tested or not shown. Some of the compounds tested. The share of hits here may be higher or lower than overall.

SMILES | CXCR6 inh | APJ agonist | tim23-1 inh | EBI2 antag | Mdm2-MdmX inh | CHOP UPR activ | APJ antag | XBP1 UPR activ | CCR6 antagonist
COc1cccc(-n2nc(C#N)c(Cl)cc2=O)c1 | 50* | -3 | 62* | 47* | 100* | 3.3 | 49* | -8 | 36
COc1nc(C)nc2c1ccc1ccccc12 | -5 | -3 | 7 | -5 | -10 | 2.5 | 4 | 1 | 4
CCN(CC)S(=O)(=O)N1CCC(C(=O)NC(C)CCc2ccccc2)CC1 (configuration not stated) | 2 | -3 | 3 | 12 | 6 | -1.2 | 2 | 2 | 3
CN(CC/C=C1/c2ccccc2CSc2ccccc21)CCCO | 0 | -1 | 5 | -2 | 22 | 0.3 | -6 | 1 | -6
Cc1ccc(S(=O)(=O)N2CC(C(=O)O)=CC[C@H]2c2ccc3c(c2)OCO3)cc1 | 0 | 6 | 5 | -17 | -9 | -0.3 | 0 | 3 | 0
Cn1c(=O)cc(SCC(=O)N2CCN(c3ccccn3)CC2)c2ccccc21 | 8 | 3 | 4 | -2 | 34 | 0.7 | 7 | -2 | 5
Cc1nc(-c2ccccc2)sc1C1(C)CC(c2cccc([N+](=O)[O-])c2)=NO1 (configuration not stated) | -1 | -3 | 0 | 0 | -1 | 1.0 | -75 | -5 | 6
O=C(COC(=O)CCc1nc2ccccc2s1)NCc1ccco1 | 3 | -1 | 4 | 2 | -6 | -1.2 | -8 | 5 | 6
CCC(=O)N/N=C/c1ccc(OS(=O)(=O)c2ccccc2)cc1 | -8 | -3 | -12 | -2 | 14 | 0.9 | -21 | 0 | -8
O=S(=O)(c1cccc2cccnc12)N1CCCc2ccccc21 | 3 | -2 | 8 | -9 | 19 | -0.9 | 0 | 0 | 8
CCOc1ccccc1C(=O)NC(C(=O)NCc1ccccc1OC)C(C)C (configuration not stated) | 9 | -3 | 17 | 3 | 15 | 0.0 | 8 | -2 | 9
Cc1ccc(C(=O)N/C(=C\c2cn(S(=O)(=O)N(C)C)c3ccccc23)C(=O)N2CCCC2)cc1 | 6 | 6 | 12 | -6 | 23 | 0.8 | 22 | 0 | 0
COc1ccc([C@@H]2CC=C(C(=O)O)CN2S(=O)(=O)c2ccc(C)cc2)cc1OC | -3 | -4 | -2 | -1 | 8 | -1.7 | -3 | -2 | -11
NC(=O)N/N=C/c1cn(-c2ccccc2)nc1-c1ccccc1 | -2 | 0 | 8 | -2 | -13 | 4.9 | -12 | 3 | 1
COc1ccc(-c2nc(CSCC(=O)NC3CCCC3)c(C)o2)cc1OC | 4 | -7 | 9 | -5 | 2 | 2.4 | -6 | -2 | 20
Clc1cccc(CSc2nnc([C@@H]3CCCN3)o2)c1 | 3 | -1 | 12 | 4 | 7 | 2.1 | 15 | 0 | -1
CNS(=O)(=O)c1cc(NC(=O)c2cnc(SC)n2-c2ccccc2)ccc1C | -4 | 0 | 5 | -1 | 18 | 0.8 | -17 | -2 | 7
CC1(C)C(=O)OC(c2cccn2-c2cccc([N+](=O)[O-])c2)C2(CCCCC2)C1=O (configuration not stated) | · | -1 | 31 | · | 24 | -0.9 | -3 | -2 | ·
Cc1cc(S(=O)(=O)N2CCN(CC(=O)NC(C)(C#N)C3CC3)CC2)ccc1Br (configuration not stated) | -2 | -1 | 14 | 9 | 13 | 0.6 | 19 | -2 | 5
COc1ccccc1C(=O)NCCC(=O)NC(C)CCc1ccccc1 (configuration not stated) | -6 | -3 | 5 | -4 | 16 | 0.9 | 5 | -4 | 11
O=C(NCc1ccco1)C1CCCN1C(=O)Nc1cccc(Cl)c1 (configuration not stated) | 5 | -4 | -3 | 8 | 21 | -0.3 | 2 | 0 | -6
Cc1ccc(NC(=O)Cc2n[nH]c(=O)c3ccccc23)cc1S(=O)(=O)N1CCCCCC1 | -6 | -1 | -4 | 2 | -7 | 0.5 | 14 | -3 | 6
COc1ccc(C2CN=NC23CCCc2ccccc2C3=O)cc1 (configuration not stated) | -1 | 7 | 3 | 1 | 15 | 0.5 | -2 | -4 | 10
CCCCc1ccc(N2C(=O)[C@@H]3C(CC(N)=O)NC4(C(=O)Nc5ccc(F)cc54)[C@@H]3C2=O)cc1 (some centres not stated) | 0 | 0 | 21 | -2 | 3 | 0.2 | 0 | 2 | -7
NC(=O)[C@@H]1CC2(CC(c3cccc(NC(=O)COc4ccc(Cl)cc4)c3)=NO2)CN1C(=O)COc1ccc(Cl)cc1 (some centres not stated) | 8 | 16 | 10 | 53* | 59* | 6.5 | -5 | 0 | 1

Some of the entries above in a different format:
SMILES	CXCR6 inh	APJ agonist	tim23-1 inh	EBI2 antag	Mdm2-MdmX inh	CHOP UPR activ	APJ antag	XBP1 UPR activ	CCR6 antagonist
Cc1nc(-c2ccccc2)sc1C1(C)CC(c2cccc([N+](=O)[O-])c2)=NO1 (configuration not stated)	-1	-3	0	0	-1	1.0	-75	-5	6
O=C(COC(=O)CCc1nc2ccccc2s1)NCc1ccco1	3	-1	4	2	-6	-1.2	-8	5	6

Continued:
SMILES | CXCR6 inh | APJ agonist | tim23-1 inh | EBI2 antag | Mdm2-MdmX inh | CHOP UPR activ | APJ antag | XBP1 UPR activ | CCR6 antagonist
C[C@@H]1COC(=O)[C@@H](Cc2ccc(F)cc2)CC/C=C\C[C@@H](CC(=O)NCCO)C(=O)N1 | -6 | -3 | 12 | -6 | 22 | -0.3 | 1 | 2 | 5
Cc1ccc(OCC(=O)NCc2ccccn2)cc1 | -2 | -4 | -3 | -2 | 7 | -1.0 | 21 | -3 | -6
Nc1ccc(Sc2cc(Cl)nc(N)n2)cc1 | · | 0 | 13 | · | 22 | -0.8 | -2 | 11 | ·
Cc1cc(C)c(NC(=S)NC(CO)(CO)CO)c(C)c1 | 3 | 1 | 2 | 1 | 9 | 1.1 | 19 | -1 | 7
CNc1ccc(OC)cc1-n1cnc(-c2ccc([N+](=O)[O-])cc2)c1 | 8 | -3 | -2 | 1 | 17 | 0.0 | -12 | 0 | 8
O=C(O)CCn1c(=O)c2ccccc2c2ccccc2c1=O | -5 | -1 | 7 | -2 | -12 | -1.2 | 23 | -5 | 4
Cc1ccc2c(C)ccc(O)c2n1 | 65* | -6 | 9 | -11 | -4 | -0.2 | 35 | 5 | 83*
Cc1noc(C)c1S(=O)(=O)N(C)C[C@H]1Oc2ccc(NC(=O)C3CCCCC3)cc2C(=O)N([C@H](C)CO)C[C@@H]1C | 0 | -3 | -15 | 5 | 6 | 0.8 | 13 | -2 | -8
COc1ccc(N=Cc2ccc[nH]2)cc1 | 4 | 0 | 2 | 8 | 19 | 1.5 | 11 | -2 | 11
CCC1SC2=NC(C)=C(C(=O)OCCOC)C(/C=C/c3ccccc3OC)N2C1=O (configuration not stated) | -3 | -3 | 22 | -10 | 8 | 1.8 | 5 | -1 | 9
COc1ccccc1NC(=S)N1CCN(Cc2ccc3c(c2)OCO3)CC1 | -12 | -3 | 8 | -8 | -10 | 0.0 | -13 | -1 | -2
CCOc1cc(N2CCOCC2)c(OCC)cc1NC(=O)Cc1ccc(OC)c(OC)c1 | 5 | 1 | 11 | -6 | 13 | -0.6 | -5 | 0 | -11
Cc1cc(Nc2ccccc2)nc(N2CCN(C(=O)c3ccc4c(c3)OCO4)CC2)n1 | -5 | -3 | -8 | 0 | 9 | -1.0 | -4 | 0 | -6
CCCN(CC(=O)Nc1cc(Cl)ccc1Cl)C(=O)c1ccccc1SCC(=O)N1CCCC1 | 0 | 7 | 8 | 4 | -17 | -0.8 | 16 | -2 | 7
CCN(CC)S(=O)(=O)c1ccc(C)c(NC(=O)COC(=O)[C@@H]2CCCN2C(=O)c2cccs2)c1 | 4 | -2 | 25 | -3 | 18 | -1.0 | 10 | -5 | 4
CCOCCCn1cc(C(=O)c2cc(Br)ccc2O)cc(C#N)c1=O | -4 | 2 | 24 | 8 | 1 | 0.2 | -24 | -2 | -1
Cc1cc(=O)oc2c(C)c(OCC(=O)NCCc3ccc(S(N)(=O)=O)cc3)ccc12 | 1 | -1 | -3 | 4 | 14 | -0.8 | 9 | -5 | -2
CCOc1cc(C(=O)N(CC)CC(=O)Nc2c(F)cccc2F)ccc1OCC(=O)N1CCOCC1 | 3 | 4 | -11 | -6 | -7 | -1.3 | 19 | -1 | 12
O=C(NC1CCCCC1)C(c1ccccn1)N(C(=O)c1csnn1)C1CCCCC1 (configuration not stated) | 0 | -4 | 0 | -7 | -5 | -0.3 | 13 | 0 | 7
CCN1CCN(c2ccc(S(=O)(=O)N3CCCCC3)cc2NC(=O)COc2ccc(Cl)c(C)c2)CC1 | 26 | -1 | 8 | 26 | 39 | 0.4 | 5 | -1 | 15
CC(=O)NS(=O)(=O)c1ccc(N=c2ssc3c2-c2cc(C)ccc2NC3(C)C)cc1 | 5 | -3 | 8 | -2 | -27 | 1.9 | -1 | -2 | 19
Cc1nc(C(=O)NNC(=O)c2cccc(Cl)c2)c(C(F)(F)F)o1 | 4 | -4 | 8 | 1 | -17 | -2.1 | -13 | 0 | 2
O=[N+]([O-])c1ccc(S(=O)(=O)N/N=C/c2ccco2)cc1 | 4 | -2 | 15 | -1 | 18 | -2.3 | 7 | -2 | -5
Cc1ccc(C(=O)C2C(c3ccc(-c4ccccc4[N+](=O)[O-])o3)NC(=O)NC2(O)C(F)(F)F)cc1 (configuration not stated) | 7 | 15 | 18 | -1 | -13 | 2.6 | -31 | 3 | -4
O=C(O)c1ccccc1C(=O)Nc1n[nH]c(=S)s1 | 3 | 1 | 16 | 0 | 11 | -3.1 | 1 | -2 | 31
CC(=O)N1CCc2cc(S(=O)(=O)CCC(=O)N3CCC(C)CC3)ccc21 | 0 | -7 | 8 | -1 | 13 | 0.2 | 4 | -4 | 7
Cc1c(NC(=S)NC(=O)CSc2ccc(Cl)cc2)cccc1C(=O)O | 9 | -1 | -4 | 2 | 23 | -0.2 | 10 | -4 | 13
CSc1nnc(Cn2c(=O)sc3ccccc32)n1-c1ccccc1 | 3 | -3 | 14 | 10 | -11 | -1.4 | 11 | -2 | 12
O=C(NCCOc1ccccc1)c1n[nH]c(=O)c2ccccc12 | -2 | -6 | 10 | -10 | 27 | -1.4 | 27 | 1 | -8
Cc1ccc(Cl)cc1N1CCN(S(=O)(=O)c2c(C)[nH]c(=O)[nH]c2=O)CC1 | -2 | 0 | 5 | -6 | 10 | -0.1 | 23 | 0 | 1

Source: PubChem BioAssay (Sanford-Burnham Center for Chemical Genomics)
